# Assay outcomes as filed in PubChem.
# M1 ag parental: counter-screen for M1 agonists: effect in parental CHO-K1 cells. Fluo-8 calcium fluorescence; scaled to maximal ATP response, vehicle zero. AID 602248, 2012. activation, % at 3 µM. actives 0.48% (n = 360,000); in the data active = activation above about 15%;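 also: untransfected CHO-K1 host cells lacking M1 receptor as counterscreen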
# CHRM1 agonist: human M1 muscarinic receptor agonists, primary screen, Fluo-8 calcium fluorescence, CHO-K1 cells, HTS. CHO-K1 hM1, agonist mode; 0% DMSO, 100% acetylcholine EC100. activation, % at 3 µM. actives 0.33% (n = 360,000);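 active = activation above the run's mean compound activation plus 3 SD, cut at about 16% in these data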;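 also: peak over basal fluorescence ratio within a 140 s kinetic read after compound addition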
# Target sequence (P11229 whole entry, looked up): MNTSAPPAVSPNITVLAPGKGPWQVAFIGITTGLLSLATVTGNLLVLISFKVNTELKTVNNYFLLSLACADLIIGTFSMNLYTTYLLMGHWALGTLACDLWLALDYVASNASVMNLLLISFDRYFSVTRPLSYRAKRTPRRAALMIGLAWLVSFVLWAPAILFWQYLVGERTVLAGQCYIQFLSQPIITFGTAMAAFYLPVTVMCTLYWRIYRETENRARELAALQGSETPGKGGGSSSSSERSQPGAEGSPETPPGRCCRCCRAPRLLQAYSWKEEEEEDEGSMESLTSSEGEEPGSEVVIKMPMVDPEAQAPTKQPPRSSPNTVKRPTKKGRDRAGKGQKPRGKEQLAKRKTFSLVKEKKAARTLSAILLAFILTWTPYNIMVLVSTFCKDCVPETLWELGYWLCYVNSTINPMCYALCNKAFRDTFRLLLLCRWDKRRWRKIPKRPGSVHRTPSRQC
# CHRM1 antagonist: human M1 muscarinic receptor antagonists, primary screen, CHO-K1 cells, Fluo-8 calcium fluorescence, 1536-well | Muscarinic acetylcholine receptor M1 (Homo sapiens), P11229 | CHO-K1 hM1, ACh EC80 antagonist | inhibition, % at 3 µM | actives 1.3% (n = 360,000);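 active = percent inhibition above its own plate's cutoff, namely the mean of that plate's compound wells plus 3 SD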;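 also: peak over basal fluorescence ratio during 140 s after agonist addition; 0% = ACh EC80 plus DMSO and 100% = DMSO alone without agonist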
# OXTR potentiate: human OXTR potentiators, primary screen, fluorescence, CHO-OTR cells, Fluo-8 calcium. Oxytocin receptor (Homo sapiens), P30559. Fluo-8 calcium fluorescence, potentiator mode; 0% = oxytocin EC15, 100% = EC100. activation, % at 3 µM. actives 0.061% (n = 320,000);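 active = activation above that plate's cutoff, the mean activation of tested compounds plus 3 SD, cut at about 6.6% in these data, passing the limit was not always enough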;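 also: 100% uses oxytocin at 75 nM as the full agonist control; some results filed as inactive read as strong as hits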
# Target sequence (P30559 whole entry, looked up): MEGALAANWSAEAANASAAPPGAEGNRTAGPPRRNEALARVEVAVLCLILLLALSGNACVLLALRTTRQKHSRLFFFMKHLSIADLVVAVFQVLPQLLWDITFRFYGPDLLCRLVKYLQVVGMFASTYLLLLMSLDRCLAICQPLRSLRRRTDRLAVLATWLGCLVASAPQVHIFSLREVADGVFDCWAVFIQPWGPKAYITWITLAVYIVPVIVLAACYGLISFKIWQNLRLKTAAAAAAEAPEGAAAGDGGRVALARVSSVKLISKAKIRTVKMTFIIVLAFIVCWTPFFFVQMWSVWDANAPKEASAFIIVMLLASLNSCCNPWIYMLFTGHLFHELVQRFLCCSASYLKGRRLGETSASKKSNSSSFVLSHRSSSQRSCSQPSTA
#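 Assay system: CHO-OTR cells, human receptor / Also added: oxytocin at about EC15, sub-maximal agonist stimulus / Dosing: single dose, 3.0 µM nominal final compound concentration / Incubation: 6 min pre-incubation, 100 s read / Technique: Fluo-8 calcium dye fluorescence / Read-out: % activation vs EC15 and EC100 oxytocin / Benchmarks: EC15 oxytocin low, 75 nM oxytocin high / Replicates: singlicate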
# CHO-K1 Ca antag: M1 antagonist counterscreen hit in parental CHO-K1 cells; ATP-induced calcium, Fluo-8 fluorescence; inhibition, % at 3 µM; actives 0.6% (n = 360,000);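 active = inhibition above a per-plate cutoff, the plate's mean sample inhibition plus 3 SD, cut at about 24% in these data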;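 also: 0% = DMSO plus EC80 ATP and 100% = DMSO alone without ATP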
# CHRM1 PAM: human M1 muscarinic receptor positive allosteric modulators, primary screen, CHO-K1 cells, Fluo-8 calcium fluorescence, 1536-well. Muscarinic acetylcholine receptor M1 (Homo sapiens), P11229. CHO-K1 hM1, ACh EC20; 0% = ACh EC20, 100% = maximal ACh. activation, % at 3 µM. actives 0.088% (n = 360,000). AID 588819, 2011; in the data active = activation above about 19%, passing the limit was not always enough
# M4 ag: human M4 muscarinic receptor agonists, primary screen, CHO-K1 cells, Fluo-8 calcium fluorescence; Muscarinic acetylcholine receptor M4 (Homo sapiens), P08173; activation, % at 3 µM; actives 0.14% (n = 360,000); AID 624127, 2012; CHO-K1 hM4/Gqi5; vehicle 0%, full acetylcholine response 100%;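 active = activation above the run mean over all test wells plus 3 SD, cut at about 32% in these data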;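 also: peak over basal fluorescence ratio per well then scaled between controls; 0% = DMSO wells and 100% = acetylcholine at EC100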
# M4 antag: human M4 muscarinic receptor antagonists, primary screen, CHO cells, Fluo-8 calcium fluorescence | CHO-hM4 cells, ACh EC80 | AID 624125, 2012 | Muscarinic acetylcholine receptor M4 (Homo sapiens), P08173 | actives 0.73% (n = 360,000) | inhibition, % at 3 µM;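 active = inhibition above its plate's cutoff, the mean inhibition of sample wells plus 3 SD, cut at about 27% in these data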;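 also: 0% = acetylcholine EC80 with DMSO and 100% = DMSO without agonist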
# CHO parental Ca: ATP-evoked calcium signal inhibitors, parental CHO, primary screen, counter-screen for OX1R antagonist project, cell-based, fluorescence, Fluo-8 calcium dye; parental CHO-K1, ATP-induced calcium, Fluo-8 fluorescence; inhibition, % at 5.6 µM; actives 0.63% (n = 330,000); AID 463079, 2010;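 active = inhibition above that plate's mean sample inhibition plus 3 SD, cut at about 26% in these data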;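 also: 0% = ATP-challenged DMSO wells and 100% = DMSO wells without ATP; some compounds past the cut are filed as inactive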
#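 Test system: parental CHO cells; detection: calcium-sensitive Fluo-8 fluorescence; evaluation: percent inhibition of calcium signal; also added: ATP as calcium-mobilizing challenge; repeats: one well per compound; control set: ATP-challenged DMSO wells low, unchallenged DMSO wells high; compound: single nominal dose of 5.6 µM per compound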
# The depositor's hits bear a star; / = not tested or not shown.
SMILES,M1 ag parental,CHRM1 agonist,CHRM1 antagonist,OXTR potentiate,CHO-K1 Ca antag,CHRM1 PAM,M4 ag,M4 antag,CHO parental Ca
CC1CCN(C(=S)c2ccc(-c3ccc(Cl)cc3Cl)o2)CC1,-0.3,-4,-7,-2,-5,0,/,4,3
Cc1noc(C)c1C(=O)N1CCC(Cc2ccccc2)CC1,0.9,-8,-7,-5,-7,1,3,3,-11
CC(=O)Nc1ccc(S(=O)(=O)Nc2nc3ccccc3nc2N2CCCC2)cc1,0.5,-4,-8,-6,-7,6,1,-17,-19
CCCCC(CC)COC(=O)c1ccc(N(C)C)cc1 (stereo not given),0.2,-2,1,-2,-3,-1,1,-4,-9
CCOc1ccc(C(C(=O)NC2CCCCC2)N(C(=O)c2ccco2)c2ccc(-n3cnnn3)c(C)c2)cc1 (stereo not given),0.2,-5,3,-7,3,-4,1,19,-26
O=C(COC(=O)CCc1nc2ccccc2s1)Nc1ccc(S(=O)(=O)N2CCOCC2)cc1,4.0,-2,-8,-15,-2,4,8,-3,-8
Cc1nc2cc(Cc3ccccc3)ccc2o1,0.7,-1,-18,/,-15,2,2,-2,/
CCOc1ccc2[nH]c(=O)c(CN(CCN3CCCC3)C(=S)Nc3ccccc3OCC)cc2c1,0.0,-6,-12,-21,-16,9,3,-4,-7
CC(=O)N1CCC(C(=O)N2CCN(S(=O)(=O)c3cccs3)CC2)CC1,0.1,-5,-1,-6,-13,2,0,-13,-6
CCc1c(O)nc(SCC(=O)c2ccccc2)n(-c2ccccc2)c1=O,1.2,-3,-21,2,-4,14,0,-6,-10
CC(=O)N1CCc2cc(Br)cc(S(=O)(=O)N3CCCCC3)c21,0.8,-5,-8,-8,-10,5,2,2,3
Cc1cc(S(=O)(=O)Nc2c(C)ccc3nsnc23)ccc1F,0.2,-7,2,-5,-15,4,-1,13,-16
COCCCNC(=S)NNC(=S)NCCCOC,0.8,0,-16,-11,-10,24,1,-9,-1
Cc1cccc(NC(=O)N2CCCC2C(=O)Nc2ccccc2)c1 (stereo not given),2.9,-4,-9,-4,-19,4,2,-16,10
CC1=CC2=NC(=O)/C(=C\c3cc(C)n(-c4ccccc4)c3C)C(=N)N2O1,0.7,-3,-7,0,-10,7,0,-7,-6
Cc1ccc(NC(=O)COC(=O)Cn2c(C)csc2=O)cc1S(=O)(=O)N1CCOCC1,0.1,0,-5,/,-9,10,1,-3,/
Cc1cc([N+](=O)[O-])c2ccccc2c1NS(=O)(=O)c1ccccc1,-0.7,-4,-6,/,-17,-3,5,-5,/
Cc1ccc(NC(=O)C2(C)CCN2C(=O)Cc2ccccc2)cc1C (stereo not given),0.3,-2,-18,/,-5,10,1,-6,/
COc1cccc(-c2nn3c(-c4ccco4)nnc3s2)c1,0.2,-6,-3,-1,-1,3,0,8,-7
NS(=O)(=O)c1ccc(CNC(=O)CNC(=O)Cc2ccccc2)cc1,0.2,-2,-10,-1,-2,9,2,-7,-3
COc1ccccc1/C=C/CN1CCN(Cc2ccc(F)cc2)C(CCO)C1 (stereo not given),1.1,-8,-5,-3,-7,5,2,2,-21
O=[N+]([O-])c1ccc(CN2CC(N3CCN(CC4CC4)CC3)CS2(=O)=O)cc1 (stereo not given),0.0,-9,-6,/,23,9,1,-21,/
COC(=O)c1[nH]c2ccc(Cl)cc2c1NC(=O)CCN1CCN(C2CCCCC2)CC1,0.0,-6,62*,-5,-3,-20,1,15,-8
CCN(CC)CCNC(=O)C(=O)Nc1ccc2c(c1)N(S(=O)(=O)c1cccs1)CCC2,2.6,-7,0,-7,-4,-2,2,0,-19
COc1ccc(NC(=O)c2ncn[nH]2)cc1,0.0,-3,2,-10,-3,-1,1,4,1
# Continuation.
SMILES,M1 ag parental,CHRM1 agonist,CHRM1 antagonist,OXTR potentiate,CHO-K1 Ca antag,CHRM1 PAM,M4 ag,M4 antag,CHO parental Ca
NS(=O)(=O)c1ccc(CCNC(=O)C(=O)c2cn(CC(=O)N3CCCC3)c3ccccc23)cc1,0.3,-3,-6,-3,-3,5,1,-3,-9
Cc1occc1-c1nnc(SCC(N)=O)n1Cc1ccccc1,0.2,-1,0,-3,-11,-2,0,13,1
O=C(Nc1ccccc1)OCCCc1ccccc1,0.7,-13,1,-10,-11,0,-2,-6,-15
COc1ccccc1C(=O)Nc1ccc(C(=O)Nc2ccccc2C(=O)O)cc1,-0.8,0,-6,-2,-6,9,-1,3,-11
O=C1OC(C(=O)Nc2ccccc2)Cc2ccccc21 (stereo not given),0.9,-5,-15,0,-16,10,1,-1,-5
COc1ccc(-c2nc(CS(=O)CC(=O)NCCCN3CC(C)CC(C)C3)c(C)o2)cc1OC (stereo not given),-0.3,-6,-6,-1,0,2,1,5,13
C/C(=N\NC(=O)Cc1cc(=O)[nH][nH]1)c1cccc([N+](=O)[O-])c1,0.6,-4,0,0,-3,-2,1,-9,-11
Cc1cc(C)cc(N(C(=O)c2csnn2)C(C(=O)NC(C)(C)C)c2cccnc2)c1 (stereo not given),0.3,-6,-13,-6,-18,8,0,-10,-18
O=C(Nc1cccc(F)c1)NC1CCN(Cc2ccccc2)CC1,2.5,-12,-6,-9,-2,11,2,2,-8
COc1ccc(S(=O)(=O)NC2CCCC2)cc1NC(C)=O,0.5,11,-3,-6,2,20,1,-6,5
CCC1Sc2ccccc2N(CC(=O)NC2CC2)C1=O (stereo not given),1.0,-2,-8,0,-9,6,0,-2,-17
COc1ccccc1CNC(=O)CSc1ncc(C(=O)Nc2ccccc2)c(=O)n1C,1.7,-4,6,-8,5,-2,0,-6,-11
O=[N+]([O-])c1cc(Cl)ccc1N1CCOCC1,0.3,-1,1,1,-17,6,2,-3,-7
Cc1[nH]n(-c2ccccc2)c(=O)c1N=Nc1ccc(Cl)cc1,-0.1,-3,-5,3,0,5,0,-3,1
CC(=O)c1cn(-c2ccc([N+](=O)[O-])cc2)c(=O)n(C)c1=O,0.7,-2,-14,-2,-16,10,0,7,-8
CN(Cc1ccccc1)C(=O)c1cccc(N2C(=O)NC3CC2(C)Oc2ccccc23)c1 (stereo not given),3.6,-1,-19,-25,-13,8,9,-22,-9
COc1ccc(OC)c(NC(=O)c2cc3ccccc3o2)c1,-0.2,0,7,-17,10,4,0,4,-7
O=C(CCS(=O)(=O)c1ccc(Br)cc1)N1CCN(c2ccccc2Cl)CC1,3.4,-4,3,-11,-5,-3,9,-1,-31
Cn1c(CC(=O)Nc2ccccc2F)nnc1SCC(=O)NC1=NCCS1,0.4,-1,-15,-14,-3,12,1,9,-5
CCOc1ccc(-c2nnc(SCC(=O)N(CC)CC)n2N)cc1,-0.3,-6,-6,5,2,6,0,10,-12
COc1ccc(CN(C(=O)CCC(=O)N2CCCCC2)c2nccs2)cc1OC,0.0,-5,2,2,8,1,0,2,-33
COc1cc(C(=O)OCc2cccc(S(=O)(=O)N3CCOCC3)c2)ccc1OCC(C)C,-0.1,2,-3,4,-12,11,2,-13,-11
CC1CCCCC1NC(=O)c1cn(C)c2ccc(S(=O)(=O)N3CCCC3)cc2c1=O (stereo not given),0.7,-5,-11,1,-6,11,1,-1,-11
O=C1CN(C(=O)COC(=O)CCC(=O)c2ccc(Cl)cc2)c2ccccc2N1,3.8,3,-4,-10,-6,-2,9,-7,-5
O=[N+]([O-])c1ccc(/C=N/Nc2nc(N3CCCCCC3)nc(N3CCCCCC3)n2)o1,-0.1,-4,-4,-8,2,2,0,-14,-21
# (continued)
SMILES,M1 ag parental,CHRM1 agonist,CHRM1 antagonist,OXTR potentiate,CHO-K1 Ca antag,CHRM1 PAM,M4 ag,M4 antag,CHO parental Ca
CCOCCCNC(=O)C1(O)c2ccccc2NC(=O)N1c1ccc(C)c(C)c1 (stereo not given),4.6,-3,3,-12,-3,-4,17,-11,2
CSc1ncccc1C(=O)Nc1cc(Cl)ccc1N1CCOCC1,-0.8,-5,-4,-7,-9,1,-1,9,-22
C/C(=N\Nc1ccc([N+](=O)[O-])cc1)c1ccc(C#N)cc1,-0.2,-5,3,-4,0,-2,1,-9,14
COc1ccc(-n2nnnc2SCc2nc3ccccc3s2)cc1,2.1,1,7,-6,0,-1,3,-6,4
COc1ccc(-n2ncc3c(=O)n(CC(=O)Nc4ccc5c(c4)OCCO5)cnc32)cc1,-0.5,0,-12,-9,-3,16,1,-2,-6
Clc1ccc2oc3c(Cl)ncnc3c2c1,0.8,-10,-9,-5,-12,3,1,-10,-2
COc1ccc(-c2cn(-c3cccc(C)c3)c(=O)[nH]2)cc1OC,1.0,-3,-1,-5,-7,-1,1,12,-3
O=C(O)c1cc(S(=O)(=O)N2CCCC2)ccc1Br,0.3,-4,-3,-8,-16,6,1,7,-2
CCC(=O)Nc1ccc(NC(=O)c2ccccc2)nc1,0.4,-6,-3,-5,-4,7,1,4,-9
Cc1sc2ncnc(NCc3ccccc3)c2c1C,6.6,-1,22,-9,12,-2,9,21,35*
COc1cc(OC)c2c(-c3ccccc3)cc(=O)oc2c1,-0.6,-9,6,4,0,-7,1,-9,-22
CN(CCNC(=O)C1CCN(c2ncnc3c2nc2n3CCCCC2)CC1)Cc1ccccc1,-1.5,-6,-10,1,-4,7,1,-12,-20
Cc1cc(C(=O)NCc2ccccc2F)c2ccccc2n1,0.6,-10,-3,-7,3,-1,1,7,-18
COc1ccccc1CN(Cc1nc2ccccc2c(=O)[nH]1)C(=O)Nc1cccc(C)c1,1.5,-2,3,-7,16,0,4,7,-36
CNc1nc(Nc2ccc(C)cc2C)c2sccc2n1,5.8,9,-9,/,11,-4,9,-3,/
Cc1ccc(C)c(SCC(=O)NC(=O)NCc2ccccc2)c1,-0.8,-9,15,-7,-7,-12,-2,-16,-21
Cc1nn(-c2ccccc2)c(N)c1N=Nc1ccccc1,-0.7,-11,8,-5,-7,-5,-2,9,-1
Cc1ccc2c(COC(=O)c3ccc(C)c(C)c3)cc(=O)oc2c1,0.1,-4,-1,-2,-9,2,1,3,-24
CCSc1nnc(N2C(=O)CC(c3ccsc3)C3=C2CC(C)(C)CC3=O)s1 (stereo not given),0.0,-9,-2,-14,-17,0,-1,3,-11
O=C(NCCC1=CCCCC1)C1CCN(C(=O)c2ccc(Br)cc2)CC1,4.7,-8,-3,3,-3,8,1,-4,-24
